Rad51 HR inh = blocks human Rad51 in homologous recombination | hRad51 DNA strand exchange, fluorescence dequenching | 200,000 compounds, 0.085% hits | inhibition, % at 10 µM;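 active means inhibition above 40% at the single screening dose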;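 further: 0% = DMSO control wells and 100% = blanks with heterologous ssDNA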
Target sequence (Q06609 whole entry, looked up): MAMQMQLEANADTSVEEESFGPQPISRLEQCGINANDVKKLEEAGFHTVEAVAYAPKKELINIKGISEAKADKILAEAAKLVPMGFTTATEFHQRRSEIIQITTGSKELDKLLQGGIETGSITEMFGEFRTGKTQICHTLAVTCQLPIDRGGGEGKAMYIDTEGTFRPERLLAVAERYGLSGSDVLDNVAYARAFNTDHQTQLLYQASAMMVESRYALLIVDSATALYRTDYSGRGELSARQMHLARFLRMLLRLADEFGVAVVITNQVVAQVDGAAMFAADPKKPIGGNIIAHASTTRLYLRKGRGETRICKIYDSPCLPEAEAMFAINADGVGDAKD
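Assay system: Human Rad51 nucleoprotein filaments preassembled on unlabelled ssDNA | Reagent: Donor/quencher-labelled 47-bp dsDNA substrate | Doses: One concentration, 10 µM final | Times: 37 °C 15-min filament assembly, 30-min compound preincubation, 15-min exchange | Technique: Fluorescein emission 520 nm, excitation 485 nm | Benchmarks: Plate control and blank wells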
* marks the source's active call; other numbers are inactive results.

SMILES	Rad51 HR inh
O=S1(=O)CCOC[C@H](Cc2ccccc2)N1Cc1ccc(F)cc1	2
CC1(OC(=O)c2ccco2)C(=O)C=C2C=C(c3ccsc3)OC=C2C1=O (stereo not drawn)	-15
CCC(C)CCCCCCCCCCC(=O)O (stereo not drawn)	0
C#CCNC(=O)C1=C[C@@H](c2ccccc2)C[C@@H](OCCCCO)O1	8
CC1(c2nnc(-c3ccccc3)o2)CC(c2ccccc2)=NO1 (stereo not drawn)	-6
CCOC(=O)/C=C/c1ccc(C(F)(F)F)cc1S(=O)(=O)NC(C)(C)C	5
CC1(c2nnc(-c3ccncc3)o2)CC(c2cccc(Cl)c2)=NO1 (stereo not drawn)	-7
CCCCCCCCN1[C@@H](CC(=O)O)c2ccc(C(F)(F)F)cc2S1(=O)=O	8
CC(C)(C)OC(=O)NCCCC1=CC2=CC(=O)C(C)(O)C(=O)C2=CO1 (stereo not drawn)	-17
NC(=O)c1ccccc1Nc1nc(NCCO)nc(N2CCCC2)n1	-3
COCCN1C(=O)N[C@@H](c2cccc(C(F)(F)F)c2)[C@H](C(C)=O)[C@H]1C	-9
O=c1cc(-c2ccc(O)cc2)oc2cc(O)cc(O)c12	0
COC(=O)C[C@H]1c2ccccc2S(=O)(=O)N1C(C)C	6
CCOc1ccccc1-c1nc2c(s1)CCc1onc(-c3ccc(OC)cc3)c1-2	-8
CC1(C)c2[nH]c3ccccc3c2C[C@@H]2C(=O)N(Cc3ccco3)C(=O)N21	0
COC(=O)C1=C(C)N(Cc2ccccc2)C(=O)N[C@H]1CCc1ccccc1	-1
CC1CCCN(S(=O)(=O)c2ccc(S(=O)(=O)N3CCCN(Cc4ccccc4)C3)cc2)C1 (stereo not drawn)	0
CC(C)(C)n1nc(Cc2cccc3ccccc23)c(C#N)c1N	-5
Cc1ccc(Nc2[nH]c(=O)c3ccccc3c2C(=O)c2ccccc2)cc1	-10
CC(C)C[C@H]1C(=O)N2CCC[C@H]2[C@]2(O)O[C@](NC(=O)C3C=C4c5cccc6[nH]c(Br)c(c56)C[C@H]4N(C)C3)(C(C)C)C(=O)N12 (stereo partly drawn)	-3
O=C1c2ccccc2S(=O)(=O)c2cc(C(=O)N3CCCC3)ccc21	-4
CC(C)=CCc1c(O)cc(O)c2c1OC(c1ccc(O)cc1)CC2=O (stereo not drawn)	7
CCN1C(=O)N[C@@H](c2ccc(Br)cc2)C(C(C)=O)=C1C	-3
COc1cc2sc3ccc(C#Cc4ccccn4)cc3c(=O)c2cc1OC	-4
COc1cccc(N2[C@@H](CC(C)=O)c3ccc(/C=C/C(C)=O)cc3S2(=O)=O)c1	-2
CCCCCC[C@@H]([C@@H](C)O)n1cnc2c(N)ncnc21	0
OCC[C@H]1C[C@H](O)[C@@H](O)[C@]2(CCCO2)O1	1
C[C@H]1CC[C@]2(O[C@@H](CCO)C[C@@H](O)[C@@H]2O)O1	-4
COC(=O)C1=C[C@@H](C(=O)OC)[C@@H]2C3=C(C(=O)[C@@]2(C)NC(=O)c2ccccc2)[C@H](c2ccccc2)n2c(=O)n(-c4ccccc4)c(=O)n2[C@@H]3C1	-4
Oc1cc2c(c(Cl)c1O)CCNCC2c1ccccc1 (stereo not drawn)	-2
O=c1c2ccccc2nc(SCc2nnc(-c3ccccc3)o2)n1-c1ccccc1	2
O=C1c2ccccc2S(=O)(=O)c2cc(N3CCN(c4ccccc4)CC3)ccc21	-1
CCOC(=O)[C@@H]1[C@H]2COc3ccccc3[C@@H]2N2C(=O)N(c3cccc(F)c3)C(=O)[C@]12C	5
O=C(NCc1ccccc1)c1onc(CSc2ccncc2)c1C(=O)NCc1ccccc1	4
CCC(c1nnnn1Cc1ccco1)N(CCc1ccccc1)Cc1cc2cc(C)ccc2[nH]c1=O (stereo not drawn)	3
COc1ccc([C@H]2/C=C\CN(Cc3ccc(N(C)C)cc3)[C@@H](C)C(=O)N2Cc2ccc(F)cc2)cc1	-2
COc1ccc(-c2ccc3oc(-c4ccc(OC)cc4)c(C#CCCO)c3c2)cc1	6
O=C(O)c1ccc(-c2noc(-c3ccc(F)cc3)n2)cc1	1
O=C(O)CCCC[C@@H]1SC[C@@H]2NC(=O)N[C@@H]21	-7
FC(F)(F)c1cc(CCN2CCNC[C@@H]2Cc2ccccc2)cc(C(F)(F)F)c1	8
O=C(NCc1ccccc1)C1(C(F)(F)F)CC(CCCO)CCCO1 (stereo not drawn)	3
O=C1c2cccc3c2[C@H](CCC3)CN1[C@@H]1CN2CCC1CC2	-8
CNC(=O)[C@@]1(Cc2ccccc2)C=C[C@@H](C)N1C(C)=O	-2
CC(C)(C)CN1C(N)=NC[C@@H]1Cc1ccccc1	2
C=C1CCN([C@@H](CC(C)C)C(=O)NN2CCOCC2)S(=O)(=O)c2ccccc21	-8
CC1CCC(NC(=O)N(CCCl)N=O)CC1 (stereo not drawn)	7
C=C1CCN([C@@H](Cc2ccccc2)C(=O)Nc2ccc(OC)cc2)S(=O)(=O)c2ccccc21	1
CCC(=O)c1ccc2c(c1)N(CCCN(C)C)c1ccccc1S2	-9
CC1(C)C=Cc2cc(-c3coc4cc(O)cc(O)c4c3=O)cc(O)c2O1	0
CCOC(=O)C[C@H]1c2ccc(C(F)(F)F)cc2S(=O)(=O)N1C(C)C	-8
CN1CCN(C(=O)C2=C[C@H](C3CC3)C[C@H](OCc3ccc(CO)cc3)O2)CC1	-3
COc1ccccc1CNC(=O)c1cnc2sccn2c1=O	1
Cc1nnc(SCCN2C(=O)c3ccccc3C2=O)nc1C	-8
COc1ccc2c(c1)O[C@H]1c3ccc(O)cc3OC[C@@H]21	0
NC1CCN(c2cccc(Cl)n2)CC1	-1
COC(=O)C1(CC2CC(c3ccccc3)=NO2)CCN(C(=O)OC(C)(C)C)CC1 (stereo not drawn)	7
Fc1cccc(F)c1-c1nc2c(s1)CCc1onc(-c3ccc(Br)cc3)c1-2	2
CCOC(=O)C1=C(C)N(CCCC(=O)O)C(=O)NC1c1cccs1 (stereo not drawn)	-3
COC(C[C@@H]1O[C@H]1C(=O)COCc1ccccc1)OC	-10
O=S1(=O)CCOC[C@H](Cc2ccccc2)N1Cc1ccc(Cl)cc1	-10

Following part
SMILES	Rad51 HR inh
COc1cccc(N2[C@@H](CC(=O)O)c3ccc(/C=C/C(=O)O)cc3S2(=O)=O)c1	1
COC/C=C/C1=CC2=CC(=O)C(C)(OC(=O)c3cnc4ccccc4n3)C(=O)C2=CN1c1cccc(C#N)c1 (stereo not drawn)	-13
CC(=O)C[C@H]1c2ccccc2S(=O)(=O)N1C1CCCC1	2
CCCCCCCCCCCCN1[C@@H](CC(=O)OC)c2cc(C(F)(F)F)ccc2S1(=O)=O	-6
C=CCC1(C(=O)N(C)Cc2ccccc2)CCN(C(=O)OC(C)(C)C)CC1	-5
C/C=C1\COC(C(=O)NCCCN2CCCC2=O)(C(F)(F)F)C=C1C=C(C)C (stereo not drawn)	9
c1ccc(-c2nnc(C3CC(c4ccncc4)=NO3)o2)cc1 (stereo not drawn)	-1
Cc1ccc(Cn2c(CCNc3nc(-c4ccc(Cl)c([N+](=O)[O-])c4)cs3)nc3cc(C(=O)NCCCO)ccc32)cc1	-3
CC(C)[C@H]1COCCS(=O)(=O)N1Cc1ccccc1F	1
O=C(NCc1nc2ccccc2[nH]1)C1=C[C@H](c2coc3ccccc3c2=O)C[C@H](OCCCCO)O1	-1
COC(C[C@H]1O[C@@H]1C(=O)COCc1ccccc1)OC	-1
Nc1nc2n[nH]nc2c(=O)[nH]1	-1
COCC1=C(C(=O)OC(C)OC(=O)OC(C)C)N2C(=O)[C@@H](NC(=O)/C(=N\OC)c3csc(N)n3)[C@H]2SC1 (stereo partly drawn)	-8
CCn1c(SCC(=O)N2CCc3ccccc32)nc2c(c1=O)SC(C)C2 (stereo not drawn)	-8
COc1ccc([C@@H]2COc3c(ccc4c3C=CC(C)(C)O4)C2)c(OC)c1	-1
C=CCOC(=O)C1=C[C@@H](c2csc3ccccc23)C[C@@H](OCCCCO)O1	-4
CCCCC[C@H](O)/C=C/[C@H]1[C@H](O)CC(=O)[C@@H]1CCCCCCC(=O)O	1
O=C1c2ccccc2S(=O)(=O)c2cc(C(=O)N3CCN(c4c(Cl)cncc4Cl)CC3)ccc21	-3
COc1ccc(C2C(C(C)=O)=C(O)C(=O)N2CCCn2ccnc2)cc1OC (stereo not drawn)	5
COc1ccc(-c2coc3cc(O)ccc3c2=O)cc1	0
O=C(NCc1cc(C(F)(F)F)cc(C(F)(F)F)c1)C1CC(c2ccc(C(F)(F)F)cc2)=NO1 (stereo not drawn)	14
O=c1[nH]c(N2CCOCC2)cc2ccccc12	-9
CCO[C@@H]1OC(C(N)=O)=C[C@H](C2CC2)[C@H]1CCCO	13
c1ccc(-c2ccc3sccc3n2)cc1	-7
CC1(C)CC[C@]2(CO)[C@@H](O)C[C@]3(C)C(=CCC4[C@@]5(C)CC[C@H](O)C(C)(C)C5CC[C@]43C)[C@@H]2C1 (stereo partly drawn)	2
COC(=O)c1c(-c2ccc(OC)cc2)oc2ccc(-c3cc(OC)c(OC)c(OC)c3)cc12	2
CC1(OC(=O)CCc2ccccc2)C(=O)C=C2C=C(C3CC3)OC=C2C1=O (stereo not drawn)	-15
CCC/C=C(\CCC)C(NC(=O)CCc1ccccc1)c1ccc(C(F)(F)F)cc1 (stereo not drawn)	-15
CCO[C@H]1OC(C(N)=O)=C[C@@H](C(C)(C)C)[C@@H]1CCCO	-7
CN1CCN(C(=O)C2=C[C@H](c3ccc(C(F)(F)F)cc3)C[C@H](OCCCCO)O2)CC1	-2
CC#CCN1c2ccccc2[C@]23C[C@@H](C(=O)OC)N(C(=O)NCCBr)C2=NC(C(=O)OC)=C(C(=O)OC)[C@H]13	-1
CC1(c2nnc(-c3ccncc3)o2)CC(c2ccccc2)=NO1 (stereo not drawn)	3
COC(=O)c1ccc2ccccc2n1	0
COc1ccc(C2/C(=C(\O)c3ccc4c(c3)OCCO4)C(=O)C(=O)N2CCCN(C)C)c(OC)c1 (stereo not drawn)	-10
CCN(Cc1cc2cccc(C)c2[nH]c1=O)C(=O)c1ccccc1OC	6
CCOC(=O)C1Nc2c(F)cc(C)cc2C2C=CCC12 (stereo not drawn)	-3
COc1ccc(CN2[C@@H](CC(=O)O)c3cc(F)ccc3S2(=O)=O)cc1	15
CC(C)c1cc(-c2cc(C(=O)Nc3ccccc3)on2)nc(NC2CCCC2)n1	-2
CCCC/C=C/C(NC(=O)c1ccc(C(=O)OC)cc1)c1ccccc1 (stereo not drawn)	-7
CCOCCCNC(=O)c1cc2c(=O)n3cccc(C)c3nc2n1C	2
Cc1ccc(C)c(NC(=O)Cn2nc(C)c3ccccc3c2=O)c1	0
Cc1nc(-c2ccccc2)sc1C1(C)CC(c2cccc(F)c2)=NO1 (stereo not drawn)	-5
CCOC(=O)C1=C(C)N(CCCC(=O)O)C(=O)NC1c1ccccc1 (stereo not drawn)	-2
CCOC(=O)CN1C(=O)N[C@@H](CCc2ccccc2)C(C(=O)OC)=C1C	-6
COc1cc([C@@H]2c3cc4c(cc3[C@@H](O[C@@H]3O[C@@H]5CO[C@@H](C)O[C@H]5[C@H](O)[C@H]3O)[C@H]3COC(=O)[C@H]23)OCO4)cc(OC)c1O	-5

An excerpt taken from the entries so far, as a working copy:
SMILES	Rad51 HR inh
CCO[C@H]1OC(C(N)=O)=C[C@@H](C(C)(C)C)[C@@H]1CCCO	-7
CN1CCN(C(=O)C2=C[C@H](c3ccc(C(F)(F)F)cc3)C[C@H](OCCCCO)O2)CC1	-2
CC#CCN1c2ccccc2[C@]23C[C@@H](C(=O)OC)N(C(=O)NCCBr)C2=NC(C(=O)OC)=C(C(=O)OC)[C@H]13	-1
CC1(c2nnc(-c3ccncc3)o2)CC(c2ccccc2)=NO1 (stereo not drawn)	3
COC(=O)c1ccc2ccccc2n1	0
COc1ccc(C2/C(=C(\O)c3ccc4c(c3)OCCO4)C(=O)C(=O)N2CCCN(C)C)c(OC)c1 (stereo not drawn)	-10
CCN(Cc1cc2cccc(C)c2[nH]c1=O)C(=O)c1ccccc1OC	6
CCOC(=O)C1Nc2c(F)cc(C)cc2C2C=CCC12 (stereo not drawn)	-3
COc1ccc(CN2[C@@H](CC(=O)O)c3cc(F)ccc3S2(=O)=O)cc1	15
CC(C)c1cc(-c2cc(C(=O)Nc3ccccc3)on2)nc(NC2CCCC2)n1	-2
CCCC/C=C/C(NC(=O)c1ccc(C(=O)OC)cc1)c1ccccc1 (stereo not drawn)	-7
CCOCCCNC(=O)c1cc2c(=O)n3cccc(C)c3nc2n1C	2
Cc1ccc(C)c(NC(=O)Cn2nc(C)c3ccccc3c2=O)c1	0
Cc1nc(-c2ccccc2)sc1C1(C)CC(c2cccc(F)c2)=NO1 (stereo not drawn)	-5
CCOC(=O)C1=C(C)N(CCCC(=O)O)C(=O)NC1c1ccccc1 (stereo not drawn)	-2

The list goes on:
SMILES	Rad51 HR inh
Cc1ccccc1CN1C(=O)[C@@H]2Cc3c([nH]c4ccccc34)C(C)(C)N2C1=O	1
CCOC(=O)CN(C)C(=O)C1CCCN1C(=O)OC(C)(C)C (stereo not drawn)	8
CCCCC(=O)N1C/C=C\[C@H](c2ccc(OC)cc2)N(Cc2ccc(F)cc2)C(=O)[C@@H]1C	4
CC(C)C(=O)NCCc1nc(-c2ccc(Cl)cc2)no1	-3
O=c1c2ccccc2oc2ccc(C#CC3(O)CCCCC3)cc12	4
CC(C)N=c1cc2n(-c3ccc(Cl)cc3)c3ccccc3nc-2cc1Nc1ccc(Cl)cc1	-28
Cc1nccn1CC1CCc2c(c3ccccc3n2C)C1=O (stereo not drawn)	-7
C[C@H]1C=C(C(=O)NCc2nc3ccccc3[nH]2)O[C@@H](OCCCCO)C1	-1
CC1(C)C[C@H](O)[C@@]23C[C@@H](OC2=O)[C@]2(C)C(=CCC4[C@@]5(C)CC[C@H](O)C(C)(C)C5CC[C@]42C)[C@@H]3C1 (stereo partly drawn)	-7
Nc1ccc(O)cc1	0
CCOC(=O)c1ccc(OC(=O)CCCCCN=C(N)N)cc1	0
CC(=O)OC1C([N+]2(C)CCCCC2)C[C@H]2C3CC[C@H]4C[C@H](OC(C)=O)C([N+]5(C)CCCCC5)CC4(C)[C@H]3CCC12C (stereo partly drawn)	-4

This is a subset; rates above refer to the full screens.
